Compound activity from PubChem.
MITF inh – inhibitors of human MITF; inhibition, % at 2.6 µM; AlphaScreen MITF homodimerization, bead proximity signal; actives 0.91% (n = 650,000); O75030; in the data active = inhibition above about 50%;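 note: 0% = vehicle wells with protein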
Target sequence (O75030 whole entry, looked up): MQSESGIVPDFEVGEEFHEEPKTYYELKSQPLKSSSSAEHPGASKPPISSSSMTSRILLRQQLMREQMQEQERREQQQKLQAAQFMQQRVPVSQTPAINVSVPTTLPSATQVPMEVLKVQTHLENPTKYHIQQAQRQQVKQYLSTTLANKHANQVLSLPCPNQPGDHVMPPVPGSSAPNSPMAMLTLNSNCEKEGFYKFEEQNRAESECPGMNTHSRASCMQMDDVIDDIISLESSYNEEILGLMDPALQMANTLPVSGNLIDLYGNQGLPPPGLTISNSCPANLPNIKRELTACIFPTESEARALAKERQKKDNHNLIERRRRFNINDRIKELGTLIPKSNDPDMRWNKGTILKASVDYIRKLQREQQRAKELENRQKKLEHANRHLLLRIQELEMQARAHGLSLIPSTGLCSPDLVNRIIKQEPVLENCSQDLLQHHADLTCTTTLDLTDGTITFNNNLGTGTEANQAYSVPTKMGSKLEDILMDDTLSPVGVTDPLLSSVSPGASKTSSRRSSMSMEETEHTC
GPR151 ag – activates the human receptor GPR151; Q8TDV0; PathHunter beta-arrestin GPR151 cells, luminescence; activation, % at 11.2 µM; actives 1% (n = 650,000); in the data active = activation above about 4.9%;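 note: 0% = median of compound wells and 100% = cells with positive control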
Target sequence (Q8TDV0 whole entry, looked up): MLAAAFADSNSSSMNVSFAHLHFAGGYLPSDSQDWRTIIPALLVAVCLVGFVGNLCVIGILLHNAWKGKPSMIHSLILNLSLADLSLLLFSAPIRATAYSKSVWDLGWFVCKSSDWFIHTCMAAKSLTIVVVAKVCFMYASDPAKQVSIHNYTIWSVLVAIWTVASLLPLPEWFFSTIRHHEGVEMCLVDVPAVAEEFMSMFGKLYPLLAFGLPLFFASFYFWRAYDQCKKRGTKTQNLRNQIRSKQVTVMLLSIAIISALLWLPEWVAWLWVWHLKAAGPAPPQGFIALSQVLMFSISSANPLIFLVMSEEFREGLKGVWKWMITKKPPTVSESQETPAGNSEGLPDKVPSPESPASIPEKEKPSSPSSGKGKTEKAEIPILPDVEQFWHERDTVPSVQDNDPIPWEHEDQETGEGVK
FBW7 act – human FBW7 E3 ligase activation, primary screen; AlphaScreen FBW7–phospho-cyclin E peptide binding, activator screen; normalized activity (activation), % at 26.1 µM; actives 0.13% (n = 650,000); in the data active = normalized activity above about 1.9%;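 note: purified mutant Fbw7 with reduced substrate affinity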
TEAD-YAP block – TEAD-YAP interaction inhibition | HEK-TIYL cells, TEAD-Gal4/YAP UAS-luciferase luminescence | inhibition, % at 9.12 µM | actives 1.4% (n = 640,000); in the data active = inhibition above about 32%;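 note: 0% = median of test compound wells and 100% = reference inhibitor wells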
* = called active by the depositor.

mol	GPR151 ag	MITF inh	FBW7 act	TEAD-YAP block
COc1cc(C)c(C)cc1S(=O)(=O)N1CCN(c2ccccc2)CC1	-0.2	0.9	-0.1	2.0
CCOc1ccccc1NC(=O)NC1(C(=O)N2CCOCC2)CCCCC1	-0.1	2.9	-0.1	-11.9
Cc1ccc(S(=O)(=O)N2CN(CC3CCCO3)c3nc4ccccc4nc32)cc1C (stereo unspecified)	1.0	6.7	-0.3	-1.0
O=S(=O)(NCCCN1CCOC(c2ccccc2)C1)c1cc(Cl)ccc1Cl (stereo unspecified)	0.2	12.9	-0.1	-2.4
COc1ccc(-c2cc(C(F)(F)F)n3nc(C(=O)Nc4cccnc4Cl)c(Cl)c3n2)cc1OC	0.7	18.0	0.0	-4.1
COc1cccc(OC)c1C(=O)Nc1sc2c(c1C#N)CCCCC2	-0.7	12.0	0.3	2.0
COc1cccc(C(=O)/C=C/c2ccc(OC)c(OC)c2)c1	0.2	-9.4	0.1	3.9
NC(=O)c1ccc(-c2cc(C(=O)Nc3ccc(Oc4ccccc4)cc3)ccn2)cc1	0.7	42.7	-0.1	7.7
O=C(Nn1c(-c2cccc([N+](=O)[O-])c2)nc2ccccc2c1=O)c1ccccc1Cl	0.5	-0.8	-0.1	-5.4
CN(C)C(=O)CSc1nnc(N)s1	0.5	9.7	0.5	-3.0
COc1ccc(-n2ncc3c(N4CCN(c5ccc(Cl)c(Cl)c5)CC4)ncnc32)cc1	1.9	4.8	0.2	-1.5
Cc1cc2ncn(C(=O)c3ccc(F)cc3)c2cc1C	-0.4	8.5	-0.1	-4.6
CN(C)/C=C1\N=C(c2cccs2)OC1=O	-1.0	18.2	0.7	16.3
CCn1cc(C(=O)O)c(=O)c2cc(F)c(N3CCN(C(=S)NC(=O)c4ccc(OC)c(OC)c4)CC3)cc21	-0.9	18.8	0.1	2.7
CCCNC(=O)C1CCC(CNS(=O)(=O)c2ccc3c(c2)OCCN3C(C)=O)CC1 (stereo unspecified)	0.0	-1.1	-0.3	-4.1
CCOC(=O)C1CCN(C(=O)CC2C(=O)NCCN2Cc2ccc(OC)c(OC)c2)CC1 (stereo unspecified)	0.1	0.2	-0.2	-6.9
O=c1[nH]cc(S(=O)(=O)N2CCN(Cc3ccccc3)CC2)c(=O)[nH]1	-3.1	13.9	0.4	-1.0
COc1cc(/C=N/NC(=O)c2ccc(Br)cc2)cc(OC)c1O	-1.5	10.4	0.1	-1.1
Cc1occc1C(=O)N/N=C/c1ccc(Br)s1	-6.4	7.9	-0.1	-47.9
CC1(C)CC(=O)c2cc3c(N)c(C(=O)NCc4ccccc4)sc3nc2C1	0.7	2.7	0.6	1.1

The final 2 entries of the section above lead into the next.
mol	GPR151 ag	MITF inh	FBW7 act	TEAD-YAP block
Cc1occc1C(=O)N/N=C/c1ccc(Br)s1	-6.4	7.9	-0.1	-47.9
CC1(C)CC(=O)c2cc3c(N)c(C(=O)NCc4ccccc4)sc3nc2C1	0.7	2.7	0.6	1.1
NC(=O)CSc1ccc2nnc(-c3ccccn3)n2n1	0.4	20.8	69.7*	-4.1
CC(C)C(C)NCC(=O)NNC(=O)c1ccc(Br)cc1 (stereo unspecified)	0.1	0.4	0.1	5.3
Cc1cc(C)nc(NS(=O)(=O)c2ccc(NC(=O)c3ccccc3-c3ccc(C(F)(F)F)cc3)cc2)n1	1.0	3.3	-0.1	-8.4
CC1=C(C(=O)OCCc2ccccc2)C(c2ccc(Cl)c(Cl)c2)C2=C(CC(C)(C)CC2=O)N1 (stereo unspecified)	0.1	6.9	0.3	-4.5
COc1ccc(C2(NC(=O)c3cccc4nccnc34)CCCC2)cc1	1.9	9.5	-0.1	-1.5
CN(C)CCNC(=O)c1cccc(-c2cncc(-c3ccc(CO)cc3)n2)c1	0.1	3.4	-0.2	7.2
Nc1ccc(Nc2nc(-c3ccc4ccccc4c3)cs2)cc1	1.1	1.2	-0.2	1.9
CCOC(=O)C1=C(C)NC2=C(C(=O)CC(c3ccc(OC)c(OC)c3)C2)C1c1ccccc1F (stereo unspecified)	-0.5	-4.2	0.0	18.1
CC(=O)Oc1ccc(C2C(C(=O)OCc3ccccc3)=C(C)NC3=C2C(=O)CCC3)cc1 (stereo unspecified)	0.0	-10.1	0.6	-2.9
CC(=O)Nc1ccnn1C1CCN(Cc2cccc3c2oc2ccccc23)CC1	-0.2	4.0	0.0	-9.3
O=c1[nH]c(=S)n(Cc2ccco2)c(O)c1/C=C1\C=CC=N1	0.8	100.9*	-1.4	-2.9
O=C(NC1C=CS(=O)(=O)C1)c1sc2ccccc2c1Cl (stereo unspecified)	3.4	5.8	0.1	7.2
O=C(COc1ccc(Br)cc1)Nc1ccc(Cl)c([N+](=O)[O-])c1	-0.8	41.1	0.1	3.9
O=C(CSc1nnc(CNC(=O)c2cccc(C(F)(F)F)c2)o1)Nc1ccccc1	-0.8	2.2	0.5	-5.0
CCC(=O)Oc1ccc(-c2cnc3ccccc3n2)cc1	-7.7	9.1	-0.1	41.2*
COCCn1c(=S)[nH]c2cc(C(=O)N3CCCCCC3)ccc2c1=O	-0.5	-3.8	-0.1	18.0
COCCNC(=O)c1cnn2c(C)c(Cc3ccccc3C)c(C)nc12	-1.1	17.9	-0.1	-0.5
c1ccc(C2=NN3C(C2)c2ccccc2OC3c2ccccc2)cc1 (stereo unspecified)	-1.6	-2.5	-0.2	-27.9
Cc1ccn(C(=O)c2cc3cc(Cl)ccc3oc2=O)n1	2.5	-0.8	-0.1	-0.1
CC(OCC(O)CNC1CC1)c1ccc(Cl)cc1 (stereo unspecified)	2.1	32.0	-0.1	7.9
N#C/C(=C/c1ccccc1[N+](=O)[O-])c1ccc2c(c1)OCO2	5.7*	5.8	-0.1	-8.4
O=C1OC(c2ccccc2Br)=N/C1=C\c1cccc(Br)c1	0.1	8.3	0.0	-9.2
Cn1c(Cc2ccccc2)nnc1SCC(=O)NC1CCCC1	-0.8	17.9	0.2	5.5
O=C(Cc1csc(Nc2ccc(F)cc2)n1)NC1CCCCC1	1.1	2.7	-0.1	-3.5
O=C1NCCN(CC2CCCCC2)C1CC(=O)N1CCCCCCC1 (stereo unspecified)	-0.3	15.6	0.0	7.8
CCCCC(C(=O)OC)N1C(=O)C2C3c4ccccc4C(c4ccccc43)C2C1=O (stereo unspecified)	-0.9	2.0	0.2	5.4
O=C(Cn1cnc2sc3c(c2c1=O)CCCC3)N1CCCC1	1.4	-4.0	0.3	13.9
Cc1ccc(C(=O)Nc2ccccc2[N+](=O)[O-])c(Cl)c1	0.8	18.2	0.0	-25.6
CCC1NC(C(=O)O)Cc2c1[nH]c1ccccc21 (stereo unspecified)	-1.0	1.1	-0.4	-4.7
CN(C)/C=C1/C=C(c2ccccc2)N(C)C1=S	0.2	-0.5	0.7	-1.8
CCOC(=O)C1CCN(C(=O)CCc2c(C)nc3c(c(C)nn3C(C)(C)C)c2C)CC1	-2.5	9.5	0.0	10.3
CCSCCOC(=O)C1=C(C)NC(=O)NC1c1cc2c(cc1Br)OCO2 (stereo unspecified)	0.5	-4.6	-0.2	1.1
CC(C)c1cc(C(C)C)c(S(=O)(=O)N2CCCc3ccccc32)c(C(C)C)c1	3.5	18.0	0.6	-9.5
CC(C)c1ccc(NC(=O)NCc2noc3ccccc23)cc1	-1.5	3.1	0.0	-9.8
Cc1ccsc1CN1CCN(c2cccc3c2C(=O)N(CC2CCCO2)C3=O)CC1 (stereo unspecified)	-0.6	-3.2	0.1	5.7
CC1=C(C(=O)OCc2ccccc2)C(c2ccc(Cl)cc2)C(C#N)=C(SCC(=O)c2ccccc2)N1 (stereo unspecified)	-1.3	7.0	0.4	-2.4
CC1(C)Oc2ccc(C(=O)NC3CCCCC3)cc2N(CC(=O)NCc2ccccc2)C1=O	1.4	12.8	0.3	0.3
Oc1c(C(c2ccccc2)N2CCN(c3ccccc3)CC2)sc2nc(-c3ccco3)nn12 (stereo unspecified)	1.9	4.0	0.1	4.2
COc1ccc(C(=O)N/N=C/c2ccccc2)cc1	-0.8	-22.0	-0.2	-67.5
CC1=CC2=NC(=O)/C(=C\c3ccc(OCc4ccccc4)c(Cl)c3)C(=N)N2O1	-2.1	8.7	0.0	-25.8
NNC(=O)c1cc(-c2cccs2)nc2nc(N3CCCC3)sc12	0.1	-14.4	0.1	-5.2
COCCOC(=O)C1=C(N)OC2=C(C(=O)CC(C)(C)C2)C1c1ccccc1F (stereo unspecified)	-0.1	6.9	0.0	2.0
O=CN(c1ccc(Cl)cc1)c1ccc(Cl)cc1	-0.4	-8.8	0.1	7.1
Cc1ccc(-c2nnc(Nc3ccc(OC(F)(F)F)cc3)c3ccccc23)cc1S(N)(=O)=O	0.0	1.8	-0.1	4.4
CCC(CO)Nc1nccnc1-c1ccc(OC)cc1 (stereo unspecified)	-1.1	8.1	0.7	10.4
O=C(O)c1ccccc1C(=O)c1ccc(N2CCCC2)c([N+](=O)[O-])c1	-0.8	6.5	0.0	-1.7
COc1ccccc1NC(=O)CCn1c(=S)oc2ccccc21	0.7	-1.8	-0.1	3.1
O=C(N/N=C/c1ccccc1)c1ccccc1I	0.7	-7.1	0.0	-13.2
O=C(COc1ccc(Cl)cc1)Nc1ccc(NC(=O)c2ccco2)cc1	1.2	2.4	0.3	-4.2
CC(C)COc1ncnc2c1sc1nc3c(cc12)COC(C)(C)C3	1.5	-17.0	0.0	-40.5
O=C(O)CNC(=O)CNC(=O)c1ccc(Br)cc1	0.4	4.9	0.1	-33.7
CSc1ccc(CCNC(=O)CCc2nnc3ccc(N4CCC(C)CC4)nn23)cc1	0.8	-7.0	-0.1	3.9
CCc1ccc(C2C(C#N)=C(N)Oc3n[nH]c(C)c32)cc1 (stereo unspecified)	0.7	-13.7	-0.2	-2.6
CC1(C)[C@H]2CC=C(CN3CCc4nnc(CNC(=O)c5ccccc5)n4CC3)[C@@H]1C2	0.6	-7.2	0.0	8.6
Cc1nc(N2CCN(c3ccccc3F)CC2)c2c3c(sc2n1)CCCC3	-0.9	13.5	0.1	-0.7
CC(=O)N1CCc2ccc(NS(=O)(=O)c3ccc(F)c(C)c3)cc2C1	-0.9	6.9	0.0	-0.1
CCCCOc1ccc(C(=O)Nc2ccccc2C(N)=O)cc1	-1.2	-8.4	-0.1	-11.2
COc1ccccc1NC(=O)c1nn(-c2ccc(Cl)cc2)c(=O)c2ccccc12	-0.3	5.5	0.2	3.0
O=S(=O)(NCC1CCCN(C2CCOCC2)C1)c1cccc2cccnc12 (stereo unspecified)	0.8	15.3	0.2	9.5
N=C1C(c2nc3ccccc3[nH]2)=C(O)CN1CC1CCCO1 (stereo unspecified)	-0.8	4.8	0.3	-5.5

(listing goes on)
mol	GPR151 ag	MITF inh	FBW7 act	TEAD-YAP block
Cc1c(Cl)cccc1NC(=O)C1C2C=CC(C3CC23)C1C(=O)O (stereo unspecified)	-0.5	8.3	0.1	9.8
CCOc1ccccc1CN1CCC2(CC1)CC2C(=O)Nc1ccccc1OC (stereo unspecified)	-1.2	-11.4	0.2	0.8
COc1ccc(NC(=O)CCCc2nc(-c3ccc(Cl)cc3)no2)cc1	-1.9	4.8	-0.1	-4.2
CCOc1cc(C2C3=C(CC(C)(C)CC3=O)OC3=C2C(=O)CC(C)(C)C3)ccc1OCc1ccc(Cl)cc1Cl	0.2	-7.6	-0.3	0.6
COC(=O)c1ccc(C(=O)OC)c(NC(=O)c2ccccc2[N+](=O)[O-])c1	1.3	10.2	-0.1	19.0
CCN1C(=O)/C(=c2\sc3nc(-c4ccc(OC)c(OC)c4)nn3c2=O)c2ccccc21	0.8	-9.7	-0.1	9.6
CCN(c1ccc(NC(=O)CN(C)c2ccccc2)cc1)C(C)C	-0.2	-7.5	0.5	-5.6
COc1ccc(NC(=O)c2sc3nc4cc(C)ccc4cc3c2N)cc1OC	0.0	10.7	0.3	1.2
Cc1ccc(C2C3=C(NCCN=C3c3ccccc3)C(=O)N2c2ccccc2)cc1 (stereo unspecified)	0.6	-3.4	0.0	-4.8
Cc1cc(C)nc(SCC(=O)Nc2ccccc2F)n1	-0.1	-5.5	0.0	-4.6
O=C(c1sc2ccccc2c1Cl)N1CCC(Cc2ccccc2)CC1	1.2	-3.0	-0.1	-4.9
O=C(C1CCC1)N(c1nnc(-c2cccnc2)s1)C1CCCC1	-0.1	-4.4	0.0	-1.9
COc1cccc(C(=O)Oc2coc(CSc3ncccn3)cc2=O)c1	-2.1	2.5	-0.2	-1.2

Another view of part of the listing above.
Molecule: CCOc1ccccc1CN1CCC2(CC1)CC2C(=O)Nc1ccccc1OC (stereo unspecified)
  GPR151 ag: -1.2; MITF inh: -11.4; FBW7 act: 0.2; TEAD-YAP block: 0.8
Molecule: COc1ccc(NC(=O)CCCc2nc(-c3ccc(Cl)cc3)no2)cc1
  GPR151 ag: -1.9; MITF inh: 4.8; FBW7 act: -0.1; TEAD-YAP block: -4.2
Molecule: CCOc1cc(C2C3=C(CC(C)(C)CC3=O)OC3=C2C(=O)CC(C)(C)C3)ccc1OCc1ccc(Cl)cc1Cl
  GPR151 ag: 0.2; MITF inh: -7.6; FBW7 act: -0.3; TEAD-YAP block: 0.6
Molecule: COC(=O)c1ccc(C(=O)OC)c(NC(=O)c2ccccc2[N+](=O)[O-])c1
  GPR151 ag: 1.3; MITF inh: 10.2; FBW7 act: -0.1; TEAD-YAP block: 19.0
